Assay outcomes deposited in PubChem by National Center for Advancing Translational Sciences (NCATS).
AmpC detergent = blocks E. coli AmpC beta-lactamase in detergent assay; Potency, µM (doses to about 114 µM), for the others: top-dose activity change, negative = inhibition, most hits filed as inhibitors; AID 485294; P00811; hit rate 0.041% among 370,000; AmpC hydrolysis of nitrocefin, absorbance 480 nm, 0.01% Triton;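 also: potency is read from the fitted curve at half-maximal effect; 0% = no-compound wells and -100% = no-enzyme wells; nearly all actives have a fitted effect of over 25% in size; some results filed as inactive show a strong effect at the top dose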
Target sequence (P00811 whole entry, looked up): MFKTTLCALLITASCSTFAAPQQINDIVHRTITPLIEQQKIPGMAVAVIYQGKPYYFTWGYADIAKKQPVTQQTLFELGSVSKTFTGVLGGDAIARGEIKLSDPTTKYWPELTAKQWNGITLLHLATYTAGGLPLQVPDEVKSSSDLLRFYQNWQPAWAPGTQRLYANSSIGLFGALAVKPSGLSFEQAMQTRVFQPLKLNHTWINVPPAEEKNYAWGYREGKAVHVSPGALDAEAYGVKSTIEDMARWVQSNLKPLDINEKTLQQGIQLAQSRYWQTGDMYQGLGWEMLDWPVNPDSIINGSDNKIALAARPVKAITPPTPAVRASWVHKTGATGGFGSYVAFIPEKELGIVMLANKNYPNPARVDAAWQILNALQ
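AmpC (5.3 nM in the dispensed reagent) in 20 mM phosphate pH 7.0 with 0.01% (detergent screen) or 0.0001% Triton X-100 was preincubated with compounds for 15 min at room temperature. Nitrocefin was then added from an 800 uM solution, and hydrolysis was followed at 480 nm.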
AmpC no deterg = blocks E. coli AmpC beta-lactamase in detergent-free assay. AmpC nitrocefin hydrolysis, absorbance 480 nm, 0.0001% Triton. Potency, µM (highest dose often 57.1 µM), for the others: top-dose activity change, negative = inhibition, hits mostly inhibitors. AID 485341. hit rate 0.52% among 330,000;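 also: potency is read from the fitted curve at half-maximal effect; plate controls were no compound for no effect and no enzyme for full effect; nearly all actives have a fitted effect of over 20% in size; some results filed as inactive show a strong effect at the top dose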
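20 mM phosphate pH 7.0 + 0.01% (detergent screen) or 0.0001% Triton X-100; 5.3 nM AmpC reagent; cpd preinc 15 min RT; nitrocefin (800 uM stock) to start; A480 q20 s × 4 min; Activity was normalised to no-enzyme and no-compound control wells.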
AMA1 RON2 block = inhibitors of Plasmodium falciparum AMA1-RON2 interaction | AlphaScreen AMA1-biotinylated RON2 peptide binding | Potency, µM (doses to about 58.2 µM), without a hit: top-dose activity change, negative = inhibition, hits mostly inhibitors | hit rate 0.2% among 360,000;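 also: potency is read from the fitted curve at half-maximal effect; 0% = vehicle wells and -100% = peptide control; nearly all actives have a fitted effect of over 45% in size; some results filed as inactive show a strong effect at the top dose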
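AMA1 (3D7) with his tag at 25 nM final met compounds first, then biotinylated RON2 peptide at 25 nM; detection used donor plus acceptor beads, 10 µg/mL apiece, read by AlphaScreen after 30 min at room temperature.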
Sm TGR inh = S. mansoni TGR enzyme inhibition; hit rate 3% among 360,000; purified TGR, DTNB reduction, TNB absorbance 405 nm; Potency, µM (highest dose often 114 µM), inactives show top-dose activity change, negative = inhibition, usual class: inhibitors; Q962Y6; also: potency is read from the fitted curve at half-maximal effect; nearly all actives have a fitted effect of over 60% in size
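Kinetic colorimetric format: TGR-catalysed, NADPH-driven DTNB reduction monitored via TNB absorbance. Enzyme dispensed at 20 nM; compound exposure 15 min at room temperature before reaction start.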
Giardia FBPA inh = Giardia lamblia aldolase inhibition | purified Giardia FBPA | A8B2U2 | Potency, µM (titrated, usually from 59.6 µM), without a hit: at the highest dose activity, negative = inhibition, most hits filed as inhibitors | hit rate 0.71% among 290,000; also: potency is read from the fitted curve at half-maximal effect; nearly all actives have a fitted effect of over 55% in size
Target sequence (A8B2U2 whole entry, looked up): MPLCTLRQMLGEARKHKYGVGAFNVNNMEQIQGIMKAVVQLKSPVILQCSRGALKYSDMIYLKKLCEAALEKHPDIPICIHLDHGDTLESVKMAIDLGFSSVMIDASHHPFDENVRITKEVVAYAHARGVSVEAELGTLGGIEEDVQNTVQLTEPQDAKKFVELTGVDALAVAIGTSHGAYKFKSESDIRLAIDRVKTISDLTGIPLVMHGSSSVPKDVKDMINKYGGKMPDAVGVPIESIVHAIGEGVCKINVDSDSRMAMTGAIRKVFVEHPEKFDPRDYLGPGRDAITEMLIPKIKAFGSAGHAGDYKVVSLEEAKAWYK
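Giardia FBPA (40 nM reagent) was preincubated 10 min at RT with compound (up to 57.5 uM final), then substrate plus GAPDH/TPI/NAD/arsenate coupling system with diaphorase/resazurin was added; resorufin fluorescence (525/598 nm) was read after 20 min.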
HCMV inh = blocks human cytomegalovirus replication; HFF cells, HCMV-luciferase reporter, 72 h; stronger effect = lower value; activity change, negative = inhibition, % at 57.5 µM; hit rate 4.5% among 410,000; in the data active = activity change below about -60%; inconclusive = no clear call, values can overlap the other calls; inactive = above about -39%
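Steps: HFFs plated, 16 h 37C; compounds added; HCMV-luciferase added to MOI 1 PFU/cell; 72 h 37C; OneGlo reagent, 5 min room temperature; luminescence read, normalized to controls.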
Numbers without * were called inactive; ? = inconclusive; . = not tested or not shown; [ ] = another dose, or the depositor's remark. Unless noted, calls follow the shape of the dose curve; as a rule, active = well fitted curve in the direction sought with a large enough effect; inconclusive = small, poorly fitted or top-dose-only effect, or another doubt; inactive = no such curve, though single readings can be large; an effect the other way counts as inactive or inconclusive. Unless noted, % is scaled to controls: 0 for no effect and ±100 for the full control effect.

#	structure	AmpC detergent	AmpC no deterg	AMA1 RON2 block	Sm TGR inh	Giardia FBPA inh	HCMV inh
1	CCOC(=O)[C@@H]1[C@H]2COc3ccccc3[C@@H]2N2C(=O)N(c3ccc(C)cc3)C(=O)[C@@]12C	.	24%	-3%	.	.	14
2	Cc1[nH]c2ccccc2c1/C=N/NC(=S)NC(C)C	0%	-34%	30%[activator]	8%	-19%	?
3	COc1ccc(S(=O)(=O)NCc2cccn2Cc2cccc(C)c2)cc1OC	?	.	.	-1%	.	-12
4	Cc1ccc(S(=O)(=O)c2c[nH]c3ccc(C)cc3c2=O)cc1	0%	-19%	1%	15%	10%	-32
5	CCOC(=O)c1c(CN2CCN(CCO)CC2)n(-c2ccccc2)c2cc(Br)c(O)cc12	-8%	177%[activator]	-8%	2%	3%	-18
6	CN(CCOc1ccccc1)C(=O)C1CCN(C(=O)c2ccc(F)cc2)CC1	0%	79%[activator]	-8%	7%	.	?
7	CC1CN(c2ncnc3c2cnn3-c2ccc(Cl)cc2)CC(C)O1 (stereo unspecified)	?	-10%	1%	0%	-2%	-2
8	C=CCn1c(SCC(=O)N2CCOCC2)nc2sc3c(c2c1=O)CCCC3	-11%	45%	1%	-2%	3%	-1
9	O=C(N/N=C/c1ccc([N+](=O)[O-])o1)c1cc(-c2cccc(Br)c2)nc2ccccc12	-12%	37%	95%[activator]	-6%	-11%	-70*
10	CCNS(=O)(=O)c1ccc(Br)c(C(=O)OC(C)C(=O)NCC2CCCCC2)c1 (stereo unspecified)	?	-5%	-5%	4%	.	3
11	Cc1ccc(-c2cccc(-c3cc(=O)oc4ccc(C(C)(C)C)cc34)c2)cc1	.	-29%	11%	.	-5%[89.2 µM]	-4
12	CC1(C)Cc2c(sc3c2c(N)nc(=S)n3Cc2ccccc2)CO1	-1%	-15%	.	0%	1%	-31
13	CN1/C(=C\C=C2/SC(=S)N(CC(=O)O)C2=O)C(C)(C)c2ccccc21	4%	-22%	20µM*	.	-24%	?
14	CCCCn1c(=NC(=O)c2ccco2)c(C(=O)OCC)cc2c(=O)n3ccccc3nc21	-4%	-16%	9%	-23%	2%	62
15	O=C(Nc1ccc(Cl)cc1)ON=C1CCCC1	-13%	-16%	-13%	9%	2%	-12

(more compounds)
#	structure	AmpC detergent	AmpC no deterg	AMA1 RON2 block	Sm TGR inh	Giardia FBPA inh	HCMV inh
16	CC1CCCN(C(=O)CCS(=O)(=O)c2ccc3c(c2)NC(=O)C(C)S3)C1 (stereo unspecified)	?	2%	37%[activator]	0%	8%	.
17	Cc1nn(Cc2ccc(C(=O)NN)cc2)c(C)c1Cl	?	-9%	55%[activator]	22%	4%	-24
18	CC1CCN(c2nc(-c3ccco3)c3c(c2C#N)CC(C)(C)OC3)CC1	-15%	-31%	13%	?	-2%	11
19	Brc1ccc(C2=CSC3=NCCN23)cc1	?	-18%	-1%	-10%	-2%	55
20	O=C(COC(=O)C12CC3CC(CC(C3)C1)C2)Nc1ccc(OC(F)F)cc1	3%	-17%	3%	3%	-10%	10
21	Cn1nc(C(=O)Nc2nc(-c3ccccn3)cs2)c2ccccc2c1=O	?	2%	23%	-2%	.	-31
22	CCOC(=O)CCc1c(C)nc(SCCCn2c(=O)[nH]c3ccccc32)c(C#N)c1C	-13%	-13%	-19%	4%	-24%	-16
23	COCCn1nnnc1C(c1cc2cc(C)cc(C)c2[nH]c1=O)N1CCN(c2ccccc2F)CC1 (stereo unspecified)	-6%	32%	0%	40µM*	-24%	.
24	O=C(Nc1ccc2c(c1)OC1(CCCC1)O2)C1CC1	-17%	-14%	-4%	0%	-2%	-1
25	CCCN1C(=O)C(Cc2nc3ccccc3c(=O)n2-c2cccc(C)c2)c2ccccc21 (stereo unspecified)	13%	.	.	1%	.	-18
26	CC1=CC(C)(C)N(C(=O)c2ccccc2)c2ccccc21	-3%	-12%	-11%	6%[11.4 µM]	0%	-34
27	CCc1ccc(-n2c(Cc3ccccc3)nnc2SCc2nc(-c3cccs3)no2)cc1	-9%	.	.	0%	.	-14
28	NC(=O)c1ccccc1NC(=O)Cn1nc(Cc2cccnc2)c2ccccc2c1=O	5%	.	.	-12%	.	?
29	O=C(NCCCN1CCN(c2ccccc2F)CC1)Nc1ccccc1[N+](=O)[O-]	2%	-2%	3%	-3%	3%	6
30	O=C(Nc1c(C(=O)N2CCOCC2)cnn1-c1ccccc1)c1ccccc1F	-2%	168%[activator]	11%	-3%	15%	6

Compounds 24 to 26, quoted:
#	structure	AmpC detergent	AmpC no deterg	AMA1 RON2 block	Sm TGR inh	Giardia FBPA inh	HCMV inh
24	O=C(Nc1ccc2c(c1)OC1(CCCC1)O2)C1CC1	-17%	-14%	-4%	0%	-2%	-1
25	CCCN1C(=O)C(Cc2nc3ccccc3c(=O)n2-c2cccc(C)c2)c2ccccc21 (stereo unspecified)	13%	.	.	1%	.	-18
26	CC1=CC(C)(C)N(C(=O)c2ccccc2)c2ccccc21	-3%	-12%	-11%	6%[11.4 µM]	0%	-34

(listing goes on)
#	structure	AmpC detergent	AmpC no deterg	AMA1 RON2 block	Sm TGR inh	Giardia FBPA inh	HCMV inh
31	Cc1cccnc1NC(=O)c1ccc(S(=O)(=O)N2CC(C)OC(C)C2)cc1 (stereo unspecified)	-1%	-10%	-5%	2%	5%	-18
32	CC(OC(=O)c1ccncc1)C(=O)Nc1cc(S(=O)(=O)N2CCCCC2)ccc1Cl (stereo unspecified)	6%	14%	-4%	-3%	-1%	8
33	CCN(c1ccccc1)c1nc(C#N)nc(N(CC)c2ccccc2)n1	3%	-25%	11%	21%	16%	-7
34	O=C(O)c1ccc(N/N=C/c2ccc(-c3ccccc3)cc2)cc1	2%	-49%	?	-2%	13%	82
35	CCOC(=O)c1csc(NC(=O)CSc2nnnn2CC)n1	0%	-13%	0%	0%	0%	39
36	CC(C)(C)c1cc2nc(N)nc(N)n2n1	-4%	-13%	8%	24%	1%	19
37	O=C(Nc1nc2ccc(SC(F)F)cc2s1)c1ccc(NS(=O)(=O)c2ccc(F)c(F)c2)cc1	8%	-25%	9%	4%	-1%	-15
38	Cc1ccc(C)c(NC(=O)CN(C)C(=O)CC2OC(=O)c3ccccc32)c1 (stereo unspecified)	.	-1%	1%	.	.	19
39	O=c1c2oc3ccccc3c2n(Cc2ccccc2F)c(=O)n1Cc1ccc2c(c1)OCO2	0%	.	.	11%	.	-8
40	Cc1ccc(NC(=O)CN(C)C(=O)c2ccc(COc3ccccc3)cc2)cc1	-15%	5%	-7%	0%	.	-18
41	COc1ccc(Oc2nc3c(c(=O)n(Cc4ccc(Br)cc4)c(=O)n3C)n2C)cc1	33%[activator]	.	.	2%	.	4
42	Cc1cccc(OCC(=O)Nc2ccc3oc(=O)ccc3c2)c1C	-4%	-16%	1%	16%	-1%	?
43	CCN(CC)c1ccc(NC(=O)c2ccccc2F)cc1	-12%	-42%	-3%	3%	-9%	139
44	O=C(CSc1nc(-c2ccco2)cc(C(F)(F)F)n1)N1CCN(c2ccc(Cl)cc2)CC1	?	5%	-1%	-14%	-3%	-21
45	CSC1CCCCC1(O)CSc1nc2ccccc2o1 (stereo unspecified)	?	-17%	-5%	-3%	0%	?

Carrying on:
#	structure	AmpC detergent	AmpC no deterg	AMA1 RON2 block	Sm TGR inh	Giardia FBPA inh	HCMV inh
46	O=C(OCc1nnc(-c2ccccc2)o1)c1cc(=O)[nH]c2ccccc12	-18%	-13%	-10%	0%	.	-99*
47	COC(=O)C1=C(c2c(C)noc2C)C[C@@H]2CC[C@H]1N2C(=O)N1CCOCC1	8%	-10%	8%	50µM*	.	-2
48	CSC1=N/C(=C\c2ccc(Br)o2)C(=O)S1	1%	-33%	-11%	-36%	0%	-19
49	OCC1(CCc2ccccc2)CCN(Cc2cnc(N3CCCC3)s2)CC1	6%	55%	6%	8%	-2%	18
50	N#Cc1c(-c2ccco2)c2c([nH]c1=S)CCCC2	-1%	-42%	-16%	2.8µM*	?	4
51	O=C1CCCC2=C1C1O[C@](CCCCN3C(=O)c4ccccc4C3=O)(Cc3ccccc31)O2	-2%[22.9 µM]	-37%[11.4 µM]	.	-8%[22.9 µM]	-10%[12.9 µM]	.
52	Cc1ccc(SCC(=O)NCc2ccco2)cc1	1%	-30%	-14%	?	0%	25
53	CCOc1ccc(NC(=S)N(CC)Cc2ccccc2)cc1	4%	-3%	.	1%	1%	.
54	CC(C)C(NS(=O)(=O)c1cccc2cccnc12)C(=O)Nc1ccc(OC(F)(F)F)cc1 (stereo unspecified)	20%	.	.	4%	.	9
55	O=C(CCCN=C1NS(=O)(=O)c2ccccc21)OCc1ccccc1	?	-20%	3%	0%	.	4
56	C[C@H](CO)N1C[C@H](C)[C@@H](CN(C)C(=O)Nc2ccc(C(F)(F)F)cc2)Oc2ccc(NC(=O)Cn3cnnn3)cc2C1=O	.	101%[activator]	19%	.	.	-2
57	CC1CCC(=NNC(=O)Cc2ccccc2)CC1 (stereo unspecified)	?	-33%	6%	4%	0%	-35
58	Cc1c(-c2ccc(Cl)cc2)c(=O)oc2c(CN3CCCC3)c(O)ccc12	2%	.	.	1%	.	-8
59	CCn1c(CNc2ccc(OC)cc2)nnc1SCC(=O)c1ccc(OC)cc1	11%	36%	-10%	?	?	24
60	CCC(=O)Nc1nc2ccccc2n1Cc1ccccc1Cl	0%	-1%	74%[activator]	7%	2%	?

Other records
#	structure	AmpC detergent	AmpC no deterg	AMA1 RON2 block	Sm TGR inh	Giardia FBPA inh	HCMV inh
61	CCOC(=O)c1ccc2[nH]c3c(c2c1)CCCC3O (stereo unspecified)	0%	-41%	-11%	-4%[57.1 µM]	-5%	-6
62	O=C(NNC(=O)c1cc(-c2ccncc2)nc2ccccc12)Nc1ccc(F)cc1	4%	-26%	90%[activator]	16%	-9%	14
63	Cc1ccc(CNC(=O)c2nc3nc(C)cc(C)n3n2)cc1	-14%	-16%	0%	7%	9%	10
64	O=C1CC(=O)C(n2cncn2)C(c2ccc(Cl)cc2)C1 (stereo unspecified)	2%	-21%	3%	6%	11%	41
65	NS(=O)(=O)c1ccc(NC(=O)COC(=O)/C=C/c2ccc([N+](=O)[O-])cc2)cc1	-7%	-13%	12%	-7%	-1%	20
66	O=C(NCc1ccco1)c1cccc(-c2nnc(-c3ccccc3)o2)c1	0%	-16%	-7%	-28%	6%	-15
67	COc1ccc(-n2nnnc2SCC(=O)Nc2cccc(NC(C)=O)c2)cc1OC	-16%	-9%	-2%	-14%	1%	86
68	CCOCCCNC(=O)c1cc(=O)n(Cc2cccc(C)c2)c2ccccc12	2%	102%[activator]	0%	-15%	3%	-62*
69	Cc1c(NC(=O)C(C)(C)Oc2ccc(Cl)cc2)cccc1-c1nc2ncccc2o1	1%	.	.	-1%	.	-27
